Screens as filed in PubChem BioAssay.
hgDAF-12 ag: agonists of H. glycines DAF-12 nuclear receptor; HEK293 GAL4-hgDAF12 UAS-luciferase reporter, agonist luminescence; normalized to butyrate control; activation, % at 6.8 µM; 370,000 tested, 1.8% active;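 active means activation above a cutoff set at the mean of all screened compounds plus 3 SD, cut at about 10% in these data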;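 further: 0% = DMSO wells and 100% = sodium butyrate wells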
DAX1 inh-1: inhibits human nuclear receptor DAX1 | P51843 | HEK293 Gal4-DAX1 luciferase reporter, luminescence | inhibition, % at 6.75 µM | 340,000 tested, 0.99% active | AID 504766;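 active means inhibition above the mean over all tested compounds plus 3 SD, cut at about 4.2% in these data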;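 further: 0% = DAX1-transfected cells with DMSO and 100% = empty-vector control cells with DMSO; inhibition shows as a rise in luminescence from relieved DAX1 repression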
FXN GAA850 act: frataxin GAA850 promoter activation | AID 540364 | 360,000 tested, 0.56% active | HEK293 lucGAA850 FXN promoter luciferase reporter, 24 h; percent of 10 µM SAHA response | activation, % at 6 µM;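 active means activation above the average of all compounds screened plus 3 SD, cutoff fixed separately per campaign, cut at about 7.5% in these data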;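 further: 0% = DMSO wells and 100% = 10 µM SAHA wells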
Rev-erbA mod: Rev-erb alpha (human) modulation. Rev-erbα–FITC-DNA binding, fluorescence polarization, 90 min. 370,000 tested, 0.79% active. activity, % at 10 µM. P20393;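 active means activity above about 14%, limit read from the data; passing the limit was not always enough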;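 further: 0% = DMSO wells with 35 nM protein and 100% = DMSO wells with 750 nM protein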
Target sequence (P20393 whole entry, looked up): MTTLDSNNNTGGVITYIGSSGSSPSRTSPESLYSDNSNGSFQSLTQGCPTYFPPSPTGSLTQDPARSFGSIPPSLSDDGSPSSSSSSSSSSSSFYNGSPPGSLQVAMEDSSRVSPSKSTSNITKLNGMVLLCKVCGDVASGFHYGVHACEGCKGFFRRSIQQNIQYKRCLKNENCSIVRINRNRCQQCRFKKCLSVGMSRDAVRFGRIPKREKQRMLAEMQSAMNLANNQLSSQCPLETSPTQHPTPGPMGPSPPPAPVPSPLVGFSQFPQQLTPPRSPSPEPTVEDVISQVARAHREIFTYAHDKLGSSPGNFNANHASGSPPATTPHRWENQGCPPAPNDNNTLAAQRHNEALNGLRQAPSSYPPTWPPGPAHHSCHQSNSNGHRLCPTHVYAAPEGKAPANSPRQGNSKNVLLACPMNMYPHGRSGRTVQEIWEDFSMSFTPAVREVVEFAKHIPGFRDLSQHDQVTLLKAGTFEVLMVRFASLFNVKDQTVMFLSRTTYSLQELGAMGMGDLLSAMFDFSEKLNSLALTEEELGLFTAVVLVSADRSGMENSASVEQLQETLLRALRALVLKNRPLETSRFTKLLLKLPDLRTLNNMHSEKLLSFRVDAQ
PLC-beta3 inh: blocks human PLC-beta3 enzyme activity. AID 720704. Q01970. 370,000 tested, 0.18% active. inhibition, % at 12.2 µM. Purified PLC-beta3, fluorogenic substrate, fluorescence; in the data active means inhibition above about 11%;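 further: 0% = median of compound wells on plate and 100% = full blocker control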
SMARCA2 act: SMARCA2 function activation, primary screen. MG213 cells, MMTV-luciferase reporter, dexamethasone, overnight. activation, % at 9.1 µM. 370,000 tested, 1% active. AID 652017; in the data active means activation above about 7.8%;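 further: 0% = vehicle wells and 100% = reference activator wells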
PG9 Ab binder: PG9 antibody binding by small molecule | AID 624416 | 360,000 tested, 0.43% active | inhibition, % at 6.7 µM | TR-FRET gp120-PG9 antibody binding; in the data active means inhibition above about 8.5%
hcDAF-12 act: activates DAF-12 receptor from parasite H. contortus. 370,000 tested, 1.4% active. activation, % at 6.8 µM. AID 652067. HEK293 hcDAF-12 lit1-tk-luc reporter, luminescence; 0% DMSO, 100% Δ7-dafachronic acid;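 active means activation above the mean of all tested compounds plus 3 SD, cut at about 5.5% in these data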;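 further: 100% = response to 3 µM Δ7-dafachronic acid high control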
DAX1 inh-2: inhibitors of DAX1 repression of SF-1 activated StAR promoter. inhibition, % at 6.8 µM. 370,000 tested, 1.1% active. HEK293T StAR-luciferase reporter, SF-1/DAX-1 repression relief. AID 652010;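 active means inhibition above the mean over all tested compounds plus 3 SD, cut at about 3.6% in these data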;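 further: 0% = DAX-1 cells with DMSO and 100% = cells lacking DAX-1 with DMSO; higher inhibition means more luminescence from relief of DAX-1 repression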
HGIII-sPLA2 inh: Inhibits HGIII-sPLA2 liposome hydrolysis, primary screen. 370,000 tested, 0.56% active. inhibition, % at 12.2 µM. AID 743126. QFRET BODIPY PC-A2 liposome hydrolysis, fluorescence;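 active means inhibition above mean plus 3 SD of compounds lying within the high and low control bounds, cut at about 19% in these data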;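 further: 0% = median of test compound wells and 100% = no enzyme DMSO wells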
Target sequence (Q9NZ20 whole entry, looked up): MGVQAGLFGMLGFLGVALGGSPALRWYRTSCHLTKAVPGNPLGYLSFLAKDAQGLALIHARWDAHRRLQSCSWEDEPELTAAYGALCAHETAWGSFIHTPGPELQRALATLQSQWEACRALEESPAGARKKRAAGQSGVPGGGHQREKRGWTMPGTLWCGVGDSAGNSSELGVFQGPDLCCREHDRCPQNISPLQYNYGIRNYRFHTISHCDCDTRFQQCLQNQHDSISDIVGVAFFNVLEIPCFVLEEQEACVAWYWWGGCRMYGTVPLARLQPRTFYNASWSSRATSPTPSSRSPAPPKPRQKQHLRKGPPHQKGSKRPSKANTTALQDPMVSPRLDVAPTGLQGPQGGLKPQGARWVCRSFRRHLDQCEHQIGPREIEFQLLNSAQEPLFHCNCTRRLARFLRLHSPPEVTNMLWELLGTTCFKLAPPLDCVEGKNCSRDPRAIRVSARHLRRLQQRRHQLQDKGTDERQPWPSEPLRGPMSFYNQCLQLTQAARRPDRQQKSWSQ
ssDAF-12 act: activates DAF-12 receptor from parasite S. stercoralis; HEK293 ssDAF-12/GRIP1 lit1-tk-luc reporter, luminescence; % of 3 µM dafachronic acid response; activation, % at 6.8 µM; 370,000 tested, 1% active;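 active means activation above the mean over all tested compounds plus 3 SD, cut at about 0.9% in these data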;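 further: 0% = DMSO-only wells and 100% = 3 µM delta7-dafachronic acid wells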
An asterisk follows results filed as active; i = inactive; . = no result given. Outcome played no part in choosing rows. Share with any hit: about 7%.

SMILES | hgDAF-12 ag | DAX1 inh-1 | FXN GAA850 act | Rev-erbA mod | PLC-beta3 inh | SMARCA2 act | PG9 Ab binder | hcDAF-12 act | DAX1 inh-2 | HGIII-sPLA2 inh | ssDAF-12 act
CCCCCCC(=O)Nc1ccc(C(=O)N/N=C/c2cccnc2)cc1 | -3.1 | -2.5 | 0.1 | -4 | -3 | -3 | -0.3 | -1.1 | -4.5 | 4 | -1.3
COc1cc(NC(=O)CSc2nc(C)c(C)c(C)n2)cc(OC)c1 | 1.3 | -1.6 | 1.3 | 0 | -6 | -1 | 0.5 | -2.7 | 0.1 | -5 | -1.4
CCc1cc(=O)n2[nH]c(C)c(-c3ccc(OC)cc3)c2n1 | -1.4 | 2.1 | -0.9 | 1 | -13 | -2 | -1.6 | 1.2 | 0.5 | 0 | -1.8
O=c1ccc(-c2ccc(S(=O)(=O)N3CCN(c4ccccc4)CC3)o2)n[nH]1 | -0.8 | -0.2 | 1.0 | 120* | -4 | 0 | 25* | -0.6 | 0.1 | -2 | 0.4
CC(C)[C@H](NC(=O)[C@@H]1Cc2ccccc2CN1C(=O)OC(C)(C)C)C(=O)NCC1CCC(C(=O)O)CC1 (some centres not stated) | 0.0 | 0.0 | 1.0 | -1 | 0 | 2 | -1.7 | 1.1 | 0.4 | -1 | -1.9
COc1ccc(NC(=O)c2cc(C3CCCCN3C(=O)Cc3ccc(N(C)C)cc3)on2)c(C)c1 (configuration not stated) | -5.0 | . | -0.9 | -3 | -3 | -5 | -1.1 | -2.8 | -2.8 | 13 | -1.6
NS(=O)(=O)c1ccc(CCNC(=O)C2CCCN2C(=O)OCc2ccccc2)cc1 (configuration not stated) | 0.5 | 0.7 | 0.8 | -3 | 2 | -1 | -2.5 | 1.3 | 0.1 | 4 | -1.3
Cc1cc(N2CCC(C(=O)NC3CCCCC3)CC2)nc(-c2ccccc2)n1 | 1.8 | -0.3 | 0.5 | 3 | -1 | -2 | 0.5 | -1.2 | -1.0 | 0 | -0.9
O=C(NC1CC1)C1=C[C@H](c2coc3ccccc3c2=O)C[C@H](OCCCCO)O1 | -1.6 | -1.0 | 0.7 | 4 | -1 | 0 | 1.4 | 2.2 | -0.4 | 2 | -1.1
O=C(CNCC1CCCCC1)Nc1ccc(OC(F)(F)F)cc1 | 0.6 | -1.3 | 1.4 | 2 | -7 | -4 | -0.2 | 0.8 | 0.4 | 14 | -0.9
CC(C)CCn1c(CN(C)Cc2ccccc2)nc2c1c(=O)n(C)c(=O)n2C | -2.8 | -0.5 | -3.5 | 4 | 3 | -1 | 1.6 | -3.5 | -1.7 | 7 | -2.0
N#Cc1cccc(C#N)c1N1CCC(C#N)CC1 | 11* | . | -0.1 | -2 | -29 | -1 | -1.0 | -1.9 | -0.5 | -2 | -0.6
O=C(NCCc1ccccc1)OCc1cn(Cc2c(F)cccc2F)nn1 | 1.2 | . | . | -1 | -6 | -2 | . | -1.2 | -0.3 | 1 | -1.5
COc1ccccc1NC(=O)C(C)OC(=O)CCNS(=O)(=O)c1ccc(C)c(C)c1 (configuration not stated) | 0.9 | 1.3 | -1.3 | 0 | -5 | 0 | -2.9 | 2.7 | 1.0 | -10 | -0.2
COC(=O)c1ccc(C23CC4(C2)[C@H](CN(Cc2cccnc2)[C@@H]4c2ccccc2)C3c2ccccc2)cc1 (some centres not stated) | -0.5 | 1.7 | -2.3 | 6 | 2 | -1 | -0.6 | -0.5 | -0.8 | 6 | -1.4
CCOc1ccccc1N=C1SC(CC(=O)Nc2ccc(OC)cc2OC)C(=O)N1CCC1=CCCCC1 (configuration not stated) | -1.3 | 2.4 | -1.7 | 0 | 2 | -2 | -5.0 | -1.8 | 0.1 | 4 | -1.2
Cc1cc(C(=O)NCC(=O)Nc2c(C)cccc2C)c2ccccc2n1 | 1.0 | 1.5 | -0.1 | -4 | -8 | -4 | -1.7 | -1.8 | -0.7 | 11 | -1.2
NC(=O)COC(=O)c1ccc2c(c1)S(=O)(=O)c1ccccc1C2=O | -0.6 | 0.0 | -0.3 | -4 | -2 | -2 | 0.1 | -2.2 | -0.2 | 3 | -0.8
O=c1c2c3c(sc2ncn1/N=C/c1ccccc1)CCCC3 | 2.3 | -0.6 | 3.7 | 5 | 4 | 2 | 0.4 | -0.8 | -0.3 | 3 | -1.1
CCOC(=O)c1ccc(NC(=O)CN2CCN(Cc3ccccc3)CC2)cc1 | 2.0 | -0.8 | -0.4 | -5 | -4 | -3 | 0.0 | -0.8 | -1.4 | -7 | -1.6
COc1ccc(-c2cn3cc(C(F)(F)F)cc(Cl)c3n2)cc1 | 23* | 3.4 | 0.2 | 0 | -43 | 12* | -0.7 | 12* | 5.1* | 2 | 2.6*
Cc1ccc(C(=O)N2CCc3cc4c(cc3C2C)OCCCO4)cc1 (configuration not stated) | -1.6 | 0.3 | -0.2 | -3 | -88 | -2 | -1.8 | 0.2 | -0.4 | 5 | -1.5
COc1ccc(/C=C(/NC(=O)c2ccc(Br)o2)C(=O)Nc2cccc(C(=O)O)c2)cc1 | -0.2 | 1.6 | 1.2 | -10 | 1 | 1 | 0.8 | -1.4 | -0.7 | 13 | -1.5
N#CCC(=N)N1CCN(c2ccccc2)CC1 | 4.3 | -0.1 | 1.8 | 2 | -13 | -3 | 0.8 | -0.1 | 0.1 | 2 | -0.9

Sorted by molecular weight (ascending): three of the compounds above
SMILES | hgDAF-12 ag | DAX1 inh-1 | FXN GAA850 act | Rev-erbA mod | PLC-beta3 inh | SMARCA2 act | PG9 Ab binder | hcDAF-12 act | DAX1 inh-2 | HGIII-sPLA2 inh | ssDAF-12 act
O=c1c2c3c(sc2ncn1/N=C/c1ccccc1)CCCC3 | 2.3 | -0.6 | 3.7 | 5 | 4 | 2 | 0.4 | -0.8 | -0.3 | 3 | -1.1
NC(=O)COC(=O)c1ccc2c(c1)S(=O)(=O)c1ccccc1C2=O | -0.6 | 0.0 | -0.3 | -4 | -2 | -2 | 0.1 | -2.2 | -0.2 | 3 | -0.8
Cc1cc(C(=O)NCC(=O)Nc2c(C)cccc2C)c2ccccc2n1 | 1.0 | 1.5 | -0.1 | -4 | -8 | -4 | -1.7 | -1.8 | -0.7 | 11 | -1.2

Next section:
SMILES | hgDAF-12 ag | DAX1 inh-1 | FXN GAA850 act | Rev-erbA mod | PLC-beta3 inh | SMARCA2 act | PG9 Ab binder | hcDAF-12 act | DAX1 inh-2 | HGIII-sPLA2 inh | ssDAF-12 act
O=C1C=C(c2ccc(Cl)c(C(F)(F)F)c2)C[C@@H](c2ccc(F)cc2)C1 | -2.2 | -0.9 | 0.2 | 5 | 3 | -1 | -2.8 | -1.6 | 0.2 | 0 | -1.5
CCOC(=O)Oc1ccc2c(=O)c(Oc3cc(C)cc(C)c3)coc2c1 | 0.1 | 1.4 | -1.2 | 1 | i | -2 | 1.4 | -1.3 | -0.5 | -14 | -1.6
O=c1c(-c2ccc(F)cc2)coc2c3c(ccc12)OCCO3 | 5.2 | 0.7 | 0.4 | -1 | -1 | 5 | -1.2 | -1.5 | 1.1 | 4 | -1.4
CC(=O)Nc1nnc(SCC(=O)c2ccc3c(c2)Cc2ccccc2-3)s1 | -0.9 | 0.1 | -2.0 | 55* | 1 | -3 | 10* | 1.0 | 0.7 | -50 | -0.2
CC1CCN(c2ccc(/C=N\Nc3nncn3N)cc2[N+](=O)[O-])CC1 | -5.9 | -3.1 | -0.2 | 6 | 5 | 0 | -6.0 | -1.9 | -2.1 | -2 | -2.7
COc1ccc(-c2nc3c4ccccc4ccn3c2CN2CCCCC2)cc1 | 4.1 | 1.7 | 0.6 | 8 | 2 | -1 | 0.8 | 7.0* | -0.2 | 0 | -0.7
CC(C)(C)c1csc(NC(=O)Cc2ccc(S(=O)(=O)N3CCOCC3)s2)n1 | -2.5 | -1.7 | 2.0 | -1 | -9 | -3 | -2.9 | -2.3 | -5.7 | -66 | -1.1
Cc1nc2c(C)cccc2cc1C(=O)N/N=C/c1cccc([N+](=O)[O-])c1 | 2.4 | -1.0 | -2.3 | 0 | 4 | -1 | -3.6 | -0.4 | -0.5 | -5 | -1.4
COc1ccc(NC(=O)OCCn2c([N+](=O)[O-])cnc2C)cc1 | -2.2 | 1.2 | 0.5 | 0 | 4 | 0 | -0.4 | 1.1 | 0.5 | 10 | -1.1
CC(=O)Nc1sc2c(c1C(c1cccc(F)c1)N1CCN(CCO)CC1)CCCC2 (configuration not stated) | -1.1 | 1.9 | -2.3 | -4 | 3 | 0 | -1.3 | 0.1 | -0.4 | -10 | -0.7
COc1ccc2cc(CN(CCc3ccccc3)Cc3nnnn3CC3CCCO3)c(=O)[nH]c2c1 (configuration not stated) | 0.3 | 2.3 | 1.3 | -2 | -129 | -1 | 0.3 | 1.8 | 0.3 | -16 | -1.0
COc1ccc(NS(=O)(=O)c2ccc(S(=O)(=O)N(C)C)cc2)cc1S(N)(=O)=O | -1.1 | 0.6 | 0.6 | -1 | -2 | -3 | -1.2 | -1.6 | -0.6 | 0 | -1.2
CC(C)(C)NCCOCCOc1ccc(Cl)cc1C(C)(C)C | -0.1 | -1.5 | 1.9 | 1 | 6 | 3 | -1.1 | 1.0 | -0.1 | 0 | -1.4
Cc1cc(C)nc(NS(=O)(=O)c2ccc(NC(=O)c3cccc(N4C(=O)CCC4=O)c3)cc2)n1 | -2.2 | -1.7 | -1.9 | 6 | 1 | 1 | -1.9 | -2.4 | -0.4 | -8 | -1.6
Cc1cccc(C(=O)Nc2nsc(N)n2)c1 | 0.7 | -0.1 | -0.4 | 1 | 1 | 1 | -1.2 | 0.6 | -0.7 | 3 | -1.5
COC(=O)c1sccc1NC(=O)c1ccnn1C | -1.2 | 0.7 | 1.4 | -2 | -7 | -2 | 3.2 | -0.6 | -1.2 | 5 | -1.0
COc1ccc2c(c1)C(=NNc1ccc(C(=O)O)cc1)c1cc(OC)ccc1-2 | -4.4 | 0.0 | -0.9 | 6 | -4 | -1 | -2.7 | -1.2 | -0.1 | -11 | -1.0
CN(CCCC(=O)NC1CC(C)(C)NC(C)(C)C1)S(=O)(=O)c1ccc([N+](=O)[O-])cc1 | -1.9 | 0.3 | 1.3 | 7 | 1 | -1 | -1.6 | -0.8 | -0.5 | 2 | -1.3
COC(=O)c1cc(-c2cccs2)[nH]n1 | 1.7 | -0.3 | 0.7 | -1 | -1 | 4 | -0.7 | -1.0 | -0.3 | 0 | -1.5
CCCCn1c(=O)nc2n(-c3ccc(OC)cc3)c3ccccc3cc-2c1=O | -2.3 | -0.5 | 2.7 | 0 | -12 | -4 | 1.4 | 0.1 | 0.4 | 1 | -0.2
N#CCCn1cc(C(=O)N2CCOCC2)c(-c2ccc3c(c2)OCCO3)n1 | -2.9 | -0.2 | 2.0 | 1 | -2 | -1 | 1.4 | -0.6 | 0.6 | 2 | -1.7
CCCCOC(=O)C1=C(C)NC(=O)NC1c1cccc([N+](=O)[O-])c1 (configuration not stated) | -4.2 | -1.7 | -0.5 | 5 | -7 | -3 | -0.2 | -0.7 | -0.4 | 5 | -0.9
COc1ccc(C)cc1NC(=S)NNC(=O)c1c(Br)cnn1C | 1.1 | 2.5 | 2.4 | -2 | 2 | -2 | -2.5 | 0.6 | -0.4 | 6 | -0.4
COc1ccc(Nc2nc(N3CCCCC3)nc3ccccc23)c(OC)c1 | 0.6 | -0.6 | 2.1 | -3 | -30 | -3 | 0.4 | -1.4 | -1.7 | 8 | -0.8
